M18AAP inhibitor – PfM18AAP enzyme inhibition; inhibition, % at 7.35 µM; recombinant PfM18AAP, H-Glu-NHMec fluorogenic cleavage; AID 1822; 290,000 tested, 1.2% active;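 active = inhibition above the campaign mean inhibition over all tested compounds plus 3 SD, cut at about 28% in these data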;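 note: 0% = plate median of test compound wells and 100% = 2 mM ZnCl2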
SUMO HTRF inh – blocks human SUMOylation mediated by UBC9; P63279; HTRF SUMOylation assay, SAE1/SAE2 + UBC9, in vitro; inhibition, % at 35 µM; 290,000 tested, 0.36% active; in the data active = inhibition above about 50%, passing the limit was not always enough; note: strong numbers were not always called active
Target sequence (P63279 whole entry, looked up): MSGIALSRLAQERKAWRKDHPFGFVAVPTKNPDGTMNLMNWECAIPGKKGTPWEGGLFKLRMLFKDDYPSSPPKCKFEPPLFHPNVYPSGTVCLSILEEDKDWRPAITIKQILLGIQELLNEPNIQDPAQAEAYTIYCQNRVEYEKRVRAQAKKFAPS
VIM-2 inh – inhibitors of Pseudomonas aeruginosa VIM-2 metallo-beta-lactamase; 290,000 tested, 0.89% active; inhibition, % at 5.6 µM; purified VIM-2, nitrocefin hydrolysis, epi-absorbance fluorescence;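 active = inhibition above the mean of all tested compounds plus 3 SD, cutoff set per screening run, cut at about 7.5% in these data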;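 note: red hydrolysis product quenches plate fluorescence so inhibitors raise well fluorescence; 0% = enzyme with DMSO and 100% = DMSO without enzyme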
NALP1 yeast inh – inhibitors of NALP1 inflammasome in yeast; inhibition, % at 10 µM; 280,000 tested, 0.61% active; S. cerevisiae NALP1/ASC/caspase-1 growth, X-gal OD620, 72 h; in the data active = inhibition mostly above about 24%, no sharp cut-off; inactive = mostly below about 32%; note: some compounds called inactive have numbers as strong as hits
IMP-1 inh – blocks Pseudomonas aeruginosa IMP-1 metallo-beta-lactamase | purified IMP-1, nitrocefin hydrolysis, epi-absorbance fluorescence | inhibition, % at 5.6 µM | 290,000 tested, 0.45% active | AID 1556;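 active = inhibition above the mean plus 3 SD of all compounds in the same screening run, cut at about 4.5% in these data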;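 note: 0% = IMP-1 with DMSO and 100% = DMSO wells lacking enzyme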
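system = purified recombinant IMP-1 beta-lactamase | amount = 0.2 nM IMP-1, as dispensed | medium = HEPES buffer pH 7.1 with ZnSO4 and Brij 35 | times = 25 °C, 15 min preincubation, 25 min reaction | detection = plate fluorescence quenching by hydrolysis product, ex 480/em 530 nm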
NS3 helicase inh – inhibitors of Hepatitis C virus NS3 helicase; inhibition, % at 10.9 µM; 290,000 tested, 0.56% active; NS3 helicase DNA unwinding, Cy5 molecular beacon fluorescence; AID 1800;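 active = inhibition above the mean of all tested compounds plus 3 SD, set per campaign, cut at about 35% in these data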;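 note: 0% = DMSO wells and 100% = thioflavine S control wells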
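Test system: hepatitis C virus NS3 helicase domain fragment enzyme. Also added: annealed dual-labelled DNA beacon duplex, ATP-started. Timing: 60 min unwinding reaction at 25 °C after ATP addition. Technique: Cy5 fluorescence. Measure: % inhibition of unwinding.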
MEKK2mut PB1 HTS – signal of MEK5 binding to mutant human MEKK2 PB1 domain; 290,000 tested, 0.35% active; AID 1530; percent response, % at 10 µM; bead flow cytometry, Alexa488-MEK5 binding to MEKK2 mutant; in the data active = percent response above about 24%, passing the limit was not always enough; note: inactives centre near 1; some results filed as inactive read as strong as hits; reference of the scale not given here
DNA FID counter – counter-screen for HCV NS3 helicase inhibitors: DNA intercalator displacement; 290,000 tested, 0.17% active; DNA fluorescent intercalator displacement, fluorescence; AID 1845; inhibition, % at 7.9 µM; in the data active = inhibition above about 37%;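 note: 0% = vehicle and 100% = reference compound; higher means more ethidium bromide displaced from hairpin DNA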
MEKK2 WT-MEK5 – raises or lowers MEK5 binding to wildtype human MEKK2 PB1 domain | 290,000 tested, 1.1% active | AID 1531 | Q9Y2U5 | bead flow cytometry, Alexa488-MEK5 binding to MEKK2 WT; actives lie on both sides | binding response (% of control), % at 10 µM; in the data active = binding response below about 67% or above about 130%
Starred values were filed as active, the others as inactive; nt = not tested or not shown.

SMILES	M18AAP inhibitor	SUMO HTRF inh	VIM-2 inh	NALP1 yeast inh	IMP-1 inh	NS3 helicase inh	MEKK2mut PB1 HTS	DNA FID counter	MEKK2 WT-MEK5
Cc1ccccc1NC(=S)NC(NC(=O)N(C)C)C(Cl)(Cl)Cl (stereo not drawn)	-3	24	-1.3	4	-1.0	-1	8	-1	116
Clc1ccccc1N1CCN(Cc2ccco2)CC1	2	-13	0.4	21	1.7	8	3	7	112
Cc1ccccc1C(=O)N1CCN(c2ccc(NC(=O)c3cccnc3Cl)cc2)CC1	3	-4	-2.2	1	-2.1	0	-10	-18	90
O=c1c(OC2OC(CO)C(O)C(O)C2OC2OC(CO)C(O)C(O)C2OC2OC(CO)C(O)C(O)C2O)c(-c2ccc(O)c(O)c2)oc2cc(O)cc(O)c12 (stereo not drawn)	nt	-14	nt	-12	nt	nt	8	nt	107
COc1cccc2cc(C(=O)NCc3ccccc3Cl)c(=O)oc12	-1	15	-0.9	-3	0.8	3	4	6	104
Cn1c(=S)[nH]c2scc(-c3cccs3)c2c1=O	-1	20	-3.1	-6	-4.9	29	-1	-1	97
N#C/C(=C/c1cccn1-c1cccc(C(=O)O)c1)c1ccc(Cl)cc1	0	38	-0.6	-13	-1.4	-13	1	-15	104
O=C(O)c1ccc(S(=O)(=O)Nc2cccc(CP(=O)(c3ccccc3)c3ccccc3)c2)cc1	-9	-5	-3.0	9	-3.5	6	-8	-37	97
CCC(C)N(CCNC(=O)c1ccc2c(c1)NC(=O)c1ccccc1S2)C1CCCCC1 (stereo not drawn)	8	-4	-1.2	16	-1.6	-75	13	28	128
CN(CC1CCCN(CCc2ccc(Cl)cc2)C1)C(=O)C(=O)c1ccco1 (stereo not drawn)	-10	15	-0.7	21	-1.5	-9	4	1	106
CCC(=O)Nc1ccc(C(=O)NNC(=O)c2ccc([N+](=O)[O-])cc2)cc1	-17	-8	0.0	5	-2.0	5	2	1	95
CCOc1ccc(-c2n[nH]c(=S)o2)cc1	-9	4	-2.4	-21	-3.7	5	3	-2	101
O=c1oc2ccccc2c(NCc2ccccc2)c1[N+](=O)[O-]	4	11	4.3	28	0.0	11	-8	0	81
Nc1oc2ccccc2c(=O)c1-c1ccc2c(c1)OCO2	9	16	-3.1	4	-4.5	26	5	-12	101
O=C(OCc1ccc([N+](=O)[O-])cc1)c1cnc(Cl)c(Cl)c1	-4	15	1.1	6	-3.9	-11	2	-5	104
COc1ccccc1C(=O)CSc1cccc[n+]1[O-]	1	-15	-2.0	12	-3.1	6	0	-2	98
CC(C)(C)c1ccc2c(c1)OC(C(=O)N/N=C/c1ccc([N+](=O)[O-])o1)CO2 (stereo not drawn)	10	0	-2.4	12	-0.6	51*	-6	-6	98
Cc1[nH]c2c(C)cccc2c(=O)c1Br	-1	0	0.7	11	-2.5	4	-1	-2	102
O=C1OC(c2ccccc2)c2ccc3ccccc3c21 (stereo not drawn)	-7	19	9.5*	17	-1.7	-20	-2	1	88
CCOCCCNC(=O)c1ccc2c(c1)ncn2-c1cccc(C)c1	-3	16	-0.1	0	-2.5	-3	0	-30	108
Cc1cc(Br)ccc1NC(=S)NCCc1ccccc1	4	2	-4.3	-16	-2.8	4	0	-22	101
O=C(NC(=S)NCc1ccco1)c1cccc(Cl)c1	2	-1	-1.7	5	-0.6	-5	5	-10	106
C=CCNC(=O)N1CCCC(C(=O)c2cccc(Cl)c2)C1 (stereo not drawn)	4	-7	2.5	7	0.1	7	-7	-4	91
COc1cccc(OC)c1NC(=O)C1CCCN1C(=O)Nc1cccc(Cl)c1 (stereo not drawn)	-2	-7	-2.7	-10	-2.0	7	-2	-13	105
Cc1ccc(C(=O)COC(=O)c2cn(-c3ccccc3)nc2-c2ccccc2)cc1[N+](=O)[O-]	-5	-3	-1.6	26	0.2	-16	-1	-1	96
The list goes on.
SMILES	M18AAP inhibitor	SUMO HTRF inh	VIM-2 inh	NALP1 yeast inh	IMP-1 inh	NS3 helicase inh	MEKK2mut PB1 HTS	DNA FID counter	MEKK2 WT-MEK5
COc1ccc(CNC(=O)C2CC(c3ccc(OC)cc3)=NO2)cc1 (stereo not drawn)	0	11	-1.0	20	-2.2	-1	9	-6	104
CCCn1c(SCC(=O)Nc2ccc(OC)cc2)nnc1-c1ccncc1	8	22	-2.6	3	-3.9	10	2	-16	103
CCOC(=O)c1c(C)c(C(=O)O)n(C)c1C	3	-27	-0.7	3	-1.4	-1	6	1	107
Cc1cccc(OC(=O)n2c(=S)oc3cc(Cl)ccc32)c1	19	-3	-3.4	20	-1.4	4	12	3	99
CC(=O)Nc1nc(-c2cc([N+](=O)[O-])cs2)cs1	3	-1	-2.7	-4	-4.1	4	-1	6	99
COCCCNC(=S)NCCCNc1nc2cc3c(cc2cc1C#N)OCO3	-3	-4	-4.1	11	-2.1	-8	-9	-2	95
CCOc1ccc(NC(=O)CC2S/C(=N/N=C3CCCCCC3)NC2=O)cc1 (stereo not drawn)	9	11	-4.2	-2	-1.8	-6	3	-49	105
COc1ccc(C(=O)CCN2CCCC(C)C2)cc1 (stereo not drawn)	-25	3	-2.5	6	-2.3	7	5	-6	101
Cc1cc(=O)n(C)c(=O)n1CC(=O)N1CCCCCC1	13	1	3.5	4	0.1	1	3	-3	105
O=C(CCCC(=O)NCc1ccc(F)cc1)NCc1ccc(F)cc1	-11	2	0.3	2	-2.0	7	0	0	102
CCCCOc1ccc(NC(=O)C2OC3OC(C)(C)OC3C3OC(C)(C)OC23)cc1 (stereo not drawn)	5	-2	-3.0	13	-2.0	-3	-3	0	98
Cc1nc(-c2ccccc2)sc1-c1nc(-c2ccccc2)ncc1S(=O)(=O)c1ccccc1	4	-79	0.2	-5	-0.8	10	nt	2	nt
Cc1cc(-c2ccc(S(=O)(=O)N3CCN(C)CC3)s2)on1	3	11	-1.2	13	-3.2	5	0	0	98
Cc1noc(C(=O)Nc2c(C)nn(Cc3ccccc3)c2C)c1Cl	-6	2	-4.4	14	-4.2	7	12	-12	116
COc1cc(C(C)=O)ccc1OCC(O)CN1CCN(c2ccccc2)CC1 (stereo not drawn)	3	-2	0.5	11	-0.6	-8	4	7	107
CC(C)(C)c1ccc(C(=O)NNC(=O)c2ccc(Cl)cc2)cc1	6	13	-1.1	20	-2.1	-1	1	1	99
Cn1c(CNc2ccccc2)nc2ccccc21	-13	0	-1.7	16	-2.5	-2	nt	-4	nt
COC(=O)c1ccccc1S(=O)(=O)N(Cc1cc2cc3c(cc2[nH]c1=O)OCO3)C1CCCCC1	-7	-2	-0.5	45	-1.5	5	nt	-10	nt
CC(C)c1ccc(NC(=S)NC2CC3C=CC2C3)cc1 (stereo not drawn)	-6	-2	-3.1	nt	-1.8	-7	6	-12	102
Cc1ccc(OC(C)C(=O)Nc2ccccc2C(=O)N2CCN(C)CC2)cc1 (stereo not drawn)	3	13	-0.5	-7	-2.7	-5	1	-1	102
Cc1cc([N+](=O)[O-])nn1CC(=O)N/N=C/c1ccccc1F	1	3	-1.7	2	-2.3	-9	-5	-4	95
Cc1ccc(C(=O)CSc2nnc(-c3cccnc3)n2N)cc1	2	-4	4.2	28	-5.1	0	-2	-18	95
CCCCN=C1NC(=O)C(CC(=O)NCCc2ccc(OC)cc2)S1 (stereo not drawn)	-16	-4	1.6	16	0.6	16	-2	-8	100
CCCCCC(=O)NC(=S)Nc1cccc(C(C)=O)c1	-7	20	-2.0	23	-1.1	5	1	-19	107
CC1OC(Oc2c(-c3cc(O)c(O)c(O)c3)oc3cc(O)cc(O)c3c2=O)C(O)C(O)C1O (stereo not drawn)	45*	7	0.0	22	-3.4	3	1	0	89

Compound profiles, as listed above. Order of screens: M18AAP inhibitor | SUMO HTRF inh | VIM-2 inh | NALP1 yeast inh | IMP-1 inh | NS3 helicase inh | MEKK2mut PB1 HTS | DNA FID counter | MEKK2 WT-MEK5
COC(=O)c1ccccc1S(=O)(=O)N(Cc1cc2cc3c(cc2[nH]c1=O)OCO3)C1CCCCC1 is entered as -7 | -2 | -0.5 | 45 | -1.5 | 5 | nt | -10 | nt
COCCCNC(=S)NCCCNc1nc2cc3c(cc2cc1C#N)OCO3 is entered as -3 | -4 | -4.1 | 11 | -2.1 | -8 | -9 | -2 | 95

3 entries out of the list, arranged by heavy-atom count, descending.
SMILES	M18AAP inhibitor	SUMO HTRF inh	VIM-2 inh	NALP1 yeast inh	IMP-1 inh	NS3 helicase inh	MEKK2mut PB1 HTS	DNA FID counter	MEKK2 WT-MEK5
CCOCCCNC(=O)c1ccc2c(c1)ncn2-c1cccc(C)c1	-3	16	-0.1	0	-2.5	-3	0	-30	108
Clc1ccccc1N1CCN(Cc2ccco2)CC1	2	-13	0.4	21	1.7	8	3	7	112
CCOc1ccc(-c2n[nH]c(=S)o2)cc1	-9	4	-2.4	-21	-3.7	5	3	-2	101

Further structures:
SMILES	M18AAP inhibitor	SUMO HTRF inh	VIM-2 inh	NALP1 yeast inh	IMP-1 inh	NS3 helicase inh	MEKK2mut PB1 HTS	DNA FID counter	MEKK2 WT-MEK5
CC(=O)Nc1cccc(N(C)S(C)(=O)=O)c1	2	8	-3.4	0	-5.4	-2	2	12	95
O=[N+]([O-])c1ncn(Cc2c(Cl)cccc2Cl)n1	1	21	-1.1	15	-2.6	-3	4	6	100
O=S(=O)(NCc1cccnc1)c1cccc2cccnc12	-8	11	-0.7	31	-1.3	-3	2	-10	106
O=C(O)CC1(CC(=O)NCc2cccc(Cl)c2)CCCCC1	5	0	-1.1	16	-1.6	5	-1	-6	105
Clc1ccc(CSc2nnc(-c3c[nH]c4ccccc34)o2)cc1	-3	-17	-0.8	7	1.1	3	5	1	109
O=C(N/C(=C\c1cccc([N+](=O)[O-])c1)C(=O)N1CCOCC1)c1ccco1	-1	6	-2.1	-9	-3.9	1	-1	-4	92
CCCCc1ccc(NC(=S)N2CCN(c3ncccn3)CC2)cc1	4	2	-6.5	37	-4.1	-7	-2	-6	98
CC(C)c1cc(C(N)=O)c(NC(=O)c2cccc(COc3ccc(Br)cc3)c2)s1	-7	-12	-2.5	9	1.5	0	2	1	105
Cc1ccccc1NC(=S)N(CCCN1CCOCC1)Cc1cccs1	4	5	-2.6	7	-4.5	5	1	1	106
O=C(Cn1nc(Cc2cccnc2)c2ccccc2c1=O)N1CCN(c2ccccn2)CC1	-2	1	-0.9	0	-3.9	-4	-11	-16	92
COc1ccccc1C(=O)ON=C1c2ccccc2-c2ccccc21	-8	16	1.5	0	-2.8	1	-1	-14	104
Nc1nc(SCC(=O)NCCCO)nc2sc3c(c12)CCC3	19	23	1.8	12	-4.7	6	0	0	98
Cc1ccccc1OCC(=O)Nc1ccc2c(c1)OCCO2	-13	1	0.3	nt	-1.4	-12	-1	-15	104
CC1CCCN(c2c([N+](=O)[O-])c(=O)oc3ccccc23)C1 (stereo not drawn)	-15	12	1.8	nt	1.5	-9	1	3	94
COc1ccc2nc3c(c(-c4ccccc4)c2c1)CCC3	0	1	-2.2	32	-3.1	-14	6	-22	99
O=c1[nH]ncc(N2CCCCC2)c1Cl	0	11	-1.4	6	-2.9	-5	-2	-1	102
Cc1cc(C)c(S(=O)(=O)N2CCN(c3ccc([N+](=O)[O-])c(-n4nc(C)cc4C)c3)CC2)c(C)c1	-3	-19	-2.1	0	-3.2	-1	1	-11	99
COc1ccc(CNC(=O)C2CCCN2S(=O)(=O)c2ccc(Cl)cc2)cc1 (stereo not drawn)	7	4	-1.1	18	-2.1	4	6	-12	98

Screening results from PubChem BioAssay.
